Screens (PubChem BioAssay)
EWS-Fli block: blocks EWS/Fli oncoprotein-driven transcription; 0.67% of 350,000 active; AID 651661; inhibition, % at 12.6 µM; A673 NR0B1-luciferase reporter, viability-normalised;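 active = mean inhibition of at least 50% after viability correction, with every replicate also passing that limit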;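 note: firefly luciferase signal divided by Alamar Blue viability fluorescence both relative to DMSO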
PglD DTNB: blocks C. jejuni PglD acetyltransferase activity; 0.098% of 360,000 active; purified PglD enzyme, DTNB colorimetric CoA detection; inhibition, % at 12.5 µM; AID 602405; in the data active = inhibition above about 16%, passing the limit was not always enough; note: strong numbers were not always called active
PAX8 inh HTS: lowers PAX8-driven luciferase in RMG-I cells. RMG-I TPO-luciferase reporter, SteadyGlo, 24 h. inhibition, % at 12.6 µM. 1.2% of 360,000 active;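 active = mean replicate inhibition at least 60% with every replicate also reaching 60%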;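 note: luciferase light reporting Pax8 driven TPO promoter activity; plate controls were median of neutral control wells for no effect and mitoxantrone controls for full effect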
PGC1a acetyl inh: PGC1a acetylation modulation, inhibitor mode. U2OS PGC1a acetylation, AlphaScreen anti-acetyl-lysine; with virally co-expressed GCN5 acetyltransferase. inhibition, % at 15.6 µM. 0.17% of 350,000 active;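 active = every replicate shows inhibition of at least 40%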;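 note: 0% = neutral control wells and 100% = positive control wells; some results beyond the cut were filed as inactive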
ERAP1 HTS inh: blocks human ERAP1 aminopeptidase activity | Q9NZ08 | recombinant ERAP1, Leu-AMC fluorescence, 60 min | 0.15% of 340,000 active | AID 652197 | inhibition, % at 10.7 µM;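 active = mean replicate inhibition of at least 30%, or all replicates individually reaching that 30% level; inactive = mean below 30% and not every replicate reaching it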;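 note: 0% = neutral control wells and 100% = L-leucinethiol positive control wells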
Target sequence (Q9NZ08 whole entry, looked up): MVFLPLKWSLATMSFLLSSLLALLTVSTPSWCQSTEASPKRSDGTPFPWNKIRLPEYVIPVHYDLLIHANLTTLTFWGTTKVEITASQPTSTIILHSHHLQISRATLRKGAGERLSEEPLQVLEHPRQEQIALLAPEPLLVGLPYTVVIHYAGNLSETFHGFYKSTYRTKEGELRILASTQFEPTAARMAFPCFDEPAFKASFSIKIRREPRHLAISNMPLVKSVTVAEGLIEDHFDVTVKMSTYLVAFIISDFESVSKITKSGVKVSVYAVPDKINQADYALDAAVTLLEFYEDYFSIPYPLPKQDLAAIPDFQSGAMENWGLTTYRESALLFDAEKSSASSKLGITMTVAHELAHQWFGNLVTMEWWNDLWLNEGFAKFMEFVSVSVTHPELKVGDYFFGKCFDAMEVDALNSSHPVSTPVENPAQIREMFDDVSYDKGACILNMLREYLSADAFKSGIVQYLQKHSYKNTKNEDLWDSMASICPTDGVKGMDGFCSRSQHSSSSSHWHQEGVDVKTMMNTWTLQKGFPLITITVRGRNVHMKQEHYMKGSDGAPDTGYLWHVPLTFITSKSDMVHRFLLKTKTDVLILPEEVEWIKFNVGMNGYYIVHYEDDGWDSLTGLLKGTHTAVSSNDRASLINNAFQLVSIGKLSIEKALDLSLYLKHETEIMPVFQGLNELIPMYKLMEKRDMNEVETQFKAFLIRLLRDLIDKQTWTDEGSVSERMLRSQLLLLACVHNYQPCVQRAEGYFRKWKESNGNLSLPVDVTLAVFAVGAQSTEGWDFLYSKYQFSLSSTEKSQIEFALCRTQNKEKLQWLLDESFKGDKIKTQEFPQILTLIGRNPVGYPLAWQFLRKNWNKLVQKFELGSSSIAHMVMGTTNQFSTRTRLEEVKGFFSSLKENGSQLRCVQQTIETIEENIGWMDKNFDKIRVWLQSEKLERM
LGR2 antag: Drosophila LGR2 receptor signaling inhibition | HEK293 LGR2, CRE-luciferase, bursicon-stimulated, 4 h | inhibition, % at 9.99 µM | 0.35% of 380,000 active;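 active = drop in luminescence signal, shown as inhibition above about 50% in the replicate tests, limit read from the data, passing the limit was not always enough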;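 note: agonist challenge used bursicon conditioned medium at about half maximal strength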
FN deposition inh: fibronectin deposition inhibition; AH1F fibroblasts, Alexa488-fibronectin deposition fluorescence, overnight; 0.086% of 350,000 active; inhibition, % at 12.6 µM;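 active = mean inhibition across replicates of 30% or more, regardless of how many single replicates reach that level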;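 note: positive control wells lacked labelled fibronectin entirely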
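Material: AH1F fibroblasts assembling fluorescent fibronectin matrix; amount: 10000 AH1F cells/well; medium: DMEM, 2% serum; reagent: Alexa488-fibronectin, 24 nM final in well; dosing: single compound dose, delivered by pin transfer; incubation: 1 h adhesion, overnight exposure; detection: fluorescence after three HBSS washes, excitation 485 nm, emission 525 nm; measure: fibronectin deposition inhibition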
S100A4 MyoIIA: blocks human S100A4 binding to myosin IIA peptide | inhibition, % at 10.7 µM | 0.14% of 360,000 active | S100A4/TAMRA-MyoIIA peptide fluorescence polarization;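 active = mean inhibition of at least 70% across replicates, with every replicate also reaching that level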
Target sequence (P26447 whole entry, looked up): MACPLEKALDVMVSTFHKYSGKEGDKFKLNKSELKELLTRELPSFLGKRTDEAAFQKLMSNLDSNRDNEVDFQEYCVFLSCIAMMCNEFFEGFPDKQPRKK
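Test system: S100A4 monomer protein. Medium: HEPES buffer with Ca2+, pH 7.2. Reagent: fluorescent myosin IIA peptide, 5 nM. Compound dosing: single-point compound testing. Timing: 5 min between mix addition and reading. Benchmarks: DMSO neutral and TFP positive wells.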
Numbers without * were called inactive; nt = no result given. Not a hit list, and some 2.1% of all compounds hit somewhere here.

Codes: A = EWS-Fli block; B = PglD DTNB; C = PAX8 inh HTS; D = PGC1a acetyl inh; E = ERAP1 HTS inh; F = LGR2 antag; G = FN deposition inh; H = S100A4 MyoIIA
C[C@@H]1CCCCO[C@@H](CN(C)Cc2ccc(C(F)(F)F)cc2)[C@@H](C)CN([C@H](C)CO)C(=O)c2cc(NC(=O)NC3CCCCC3)ccc2O1
  A = -3	B = 1	C = 12	D = 12	E = 0	F = 8	G = nt	H = 4
Cc1cccc(-c2nnc(SCC(=O)Nc3cc(C)on3)n2C)c1
  A = 2	B = 5	C = -10	D = 0	E = -4	F = -9	G = 8	H = 22
Cc1cccc(N2CCN(C(=O)NC3CCCCC3)CC2C)c1 (centres undefined)
  A = 8	B = 1	C = 3	D = -1	E = 1	F = 13	G = 2	H = -1
CCC(C)(C)NC(=O)C(c1cccnc1)N(C(=O)c1csnn1)c1ccc(C)cc1 (centres undefined)
  A = 4	B = nt	C = 4	D = 4	E = 0	F = 1	G = nt	H = -24
CCOC(=O)c1cc2c(ccn2C)n1CC(=O)Nc1ccc(F)cc1
  A = -4	B = nt	C = 1	D = nt	E = 0	F = 24	G = -2	H = 14
CC(=O)N1c2ccc(S(=O)(=O)NCC3CCC(C(=O)N4CC(C)CC(C)C4)CC3)cc2CC1C (centres undefined)
  A = 19	B = 5	C = 10	D = -14	E = 2	F = -11	G = -6	H = 0
COc1cc2ccccc2cc1C(=O)NCCCN1CCOCC1
  A = -4	B = 0	C = -9	D = nt	E = -1	F = -2	G = 3	H = -6
O=C(C[C@@H]1CC[C@@H]2[C@H](COC[C@H](O)CN2S(=O)(=O)c2cccc(Cl)c2)O1)N1CCCCC1
  A = -8	B = -33	C = -11	D = -2	E = nt	F = -11	G = 0	H = nt
Cn1c(SCc2nnc(-c3ccccc3Br)o2)nc2sc3c(c2c1=O)CCC3
  A = nt	B = -5	C = nt	D = 1	E = nt	F = -9	G = -10	H = nt
CCC1(CC)NC(=O)N(CC(=O)Nc2sc3c(c2C(N)=O)CCC3)C1=O
  A = nt	B = 3	C = -1	D = 13	E = nt	F = nt	G = 4	H = nt

Reformatted comma-delimited: three of the compounds above
canonical_smiles,EWS-Fli block,PglD DTNB,PAX8 inh HTS,PGC1a acetyl inh,ERAP1 HTS inh,LGR2 antag,FN deposition inh,S100A4 MyoIIA
Cn1c(SCc2nnc(-c3ccccc3Br)o2)nc2sc3c(c2c1=O)CCC3,nt,-5,nt,1,nt,-9,-10,nt
CC(=O)N1c2ccc(S(=O)(=O)NCC3CCC(C(=O)N4CC(C)CC(C)C4)CC3)cc2CC1C (centres undefined),19,5,10,-14,2,-11,-6,0
Cc1cccc(-c2nnc(SCC(=O)Nc3cc(C)on3)n2C)c1,2,5,-10,0,-4,-9,8,22

(further entries)
Codes: A = EWS-Fli block; B = PglD DTNB; C = PAX8 inh HTS; D = PGC1a acetyl inh; E = ERAP1 HTS inh; F = LGR2 antag; G = FN deposition inh; H = S100A4 MyoIIA
COc1ccc(S(=O)(=O)Nc2ccc3c(c2)CC(=O)N([C@@H](C)CO)C[C@@H](C)[C@@H](CN(C)C(=O)Nc2ccc4c(c2)OCO4)O3)cc1
  A = -1	B = -4	C = 10	D = -8	E = 3	F = 2	G = nt	H = 1
CNC(=S)N(Cc1ccco1)Cc1cc2cc3c(cc2[nH]c1=O)OCCO3
  A = -13	B = nt	C = -17	D = nt	E = -2	F = -32	G = 2	H = 7
CN1CCCN(C(=O)C2CCCCC2)CC1
  A = 6	B = nt	C = 9	D = nt	E = -2	F = 21	G = 1	H = 4
CC(=O)Nc1ccc(CNc2nc(NCc3cccs3)nc3ccsc23)cc1
  A = -1	B = 4	C = 8	D = nt	E = -2	F = -21	G = 3	H = -7
O=C(Cc1cccnc1)N[C@H]1CC[C@H](CCn2cc(Cc3ccccc3)nn2)O[C@H]1CO
  A = -7	B = -3	C = -8	D = 4	E = 0	F = 6	G = nt	H = 10
C[C@H]1CN([C@@H](C)CO)C(=O)Cc2cc(NC(=O)CCC(F)(F)F)ccc2O[C@@H]1CN(C)C(=O)Nc1ccc(F)cc1
  A = -2	B = -4	C = -18	D = 6	E = 2	F = 4	G = nt	H = 3
CO[C@@H]1CN(C)C(=O)c2cc(NC(=O)C3CC3)ccc2OC[C@@H](C)N(Cc2ccc(F)cc2)C[C@H]1C
  A = -15	B = -1	C = 14	D = nt	E = -1	F = 4	G = -11	H = -18
COc1ccc(S(=O)(=O)N2CCCCC2c2cc(C(=O)N3CCOCC3)no2)cc1 (centres undefined)
  A = -6	B = 0	C = 1	D = 6	E = 7	F = 0	G = 1	H = 5
C[C@H](CO)N1C[C@H](C)[C@H](CN(C)C(=O)c2cccc(F)c2)Oc2cc(-c3cncnc3)ccc2S1(=O)=O
  A = -17	B = 1	C = -19	D = -16	E = -2	F = -17	G = nt	H = 4
O=C(C[C@H]1CC[C@@H]2[C@H](COC[C@H](O)CN2S(=O)(=O)c2ccccc2)O1)NCC1CCCCC1
  A = 5	B = -6	C = 4	D = 0	E = -1	F = -15	G = 14	H = -45

Further records
Codes: A = EWS-Fli block; B = PglD DTNB; C = PAX8 inh HTS; D = PGC1a acetyl inh; E = ERAP1 HTS inh; F = LGR2 antag; G = FN deposition inh; H = S100A4 MyoIIA
Cc1c(CN2CC[C@@H](N3CCN(c4ccccn4)CC3)[C@H](O)C2)[nH]c2ccc(F)cc12
  A = 13	B = 2	C = 37	D = nt	E = -4	F = nt	G = 6	H = -1
CO[C@@H]1CC[C@H]2CCN(C)C(=O)[C@H](C)N(C)C(=O)c3cccc(C#N)c3OC[C@H]1O2
  A = 1	B = nt	C = -11	D = nt	E = nt	F = 3	G = 0	H = nt
COc1cc(OC)c(OC)cc1CNC(=O)c1cc(=O)c2ccccc2o1
  A = -8	B = 4	C = 30	D = -9	E = 0	F = 5	G = 2	H = 2
CN(CC(=O)Nc1ccc(OC(F)(F)F)cc1)C(=O)Cc1ccc2c(c1)CCC2
  A = -1	B = 1	C = 10	D = nt	E = -7	F = -12	G = 1	H = -2
CC1=C(C(=O)N(C)C)CC(CC(=O)NC2CCCCC2)C(=O)N1Cc1ccccc1 (centres undefined)
  A = -2	B = -2	C = -2	D = 1	E = -2	F = 15	G = 5	H = 1
CCOc1ccc(S(=O)(=O)Nc2cccc(C(=O)N3CCN(c4ccccc4O)CC3)c2)cc1
  A = 1	B = -4	C = 13	D = 4	E = 1	F = 10	G = -6	H = -10
Cc1cc(C)c(NC(=O)COC(=O)C2CCC2)c(Cl)c1
  A = 8	B = -3	C = 11	D = nt	E = -1	F = 5	G = -4	H = -2
O=C(Cn1cnc2c(OCc3ccccc3)ncnc21)NCCCc1ccccc1
  A = 8	B = -4	C = -10	D = -2	E = -5	F = -21	G = -13	H = 3
COc1ccc(NC(=O)Nc2cccc3c2O[C@@H](CN(C)C(=O)Nc2ccc(OC)cc2)[C@@H](C)CN([C@@H](C)CO)C3=O)cc1
  A = -9	B = 2	C = -50	D = 7	E = 0	F = -15	G = nt	H = -2
CC(C)CC#Cc1ccc([C@@H]2[C@H](CO)N3CCCCN(S(=O)(=O)Cc4ccccc4)C[C@@H]23)cc1
  A = 15	B = 0	C = 28	D = -61	E = 0	F = 4	G = nt	H = -3

(continued)
Values run as follows: EWS-Fli block, PglD DTNB, PAX8 inh HTS, PGC1a acetyl inh, ERAP1 HTS inh, LGR2 antag, FN deposition inh, S100A4 MyoIIA
CC1=C(CC/C(C)=N/NC(N)=S)C(C)(C)CCC1
→ 35, 1, nt, 3, 3, 24, nt, 0
Cc1csc(SCC(=O)Nc2cc(S(=O)(=O)N(C)C)ccc2C)n1
→ 8, -9, 3, nt, 1, 7, -11, -1
Cc1ccccc1NC(=O)CN1C(=O)c2cccnc2Oc2ccc(Cl)cc21
→ -1, 1, 4, 2, 0, 13, 1, -28
O=C(Cc1ccncc1)NCC[C@@H]1CC[C@H](NC(=O)C2CCCCC2)[C@H](CO)O1
→ -2, 1, 30, 4, 2, 1, nt, -3
CCn1ccnc1C(O)(c1ccccc1)c1ccccc1
→ 6, -7, 7, -6, -3, -2, 2, -1
COC(C(=O)C(O)C(C)O)C1Cc2cc3cc(OC4CC(OC5CC(O)C(O)C(C)O5)C(O)C(C)O4)c(C)c(O)c3c(O)c2C(=O)C1OC1CC(OC2CC(OC3CC(O)C(OC)C(C)O3)C(O)C(C)O2)C(O)C(C)O1 (centres undefined)
→ 14, nt, 100*, 39, -3, 5, -8, -4
COC(=O)c1c(C)[nH]c(C(=O)CC#N)c1C
→ 15, 1, -10, 9, 0, -1, -1, -20
COc1ccc2c3c(n(C)c2c1)[C@@H](CO)N(C(=O)C1CCCCC1)CC31CCN(C(=O)CN(C)C)CC1
→ -3, nt, -7, nt, 2, -3, nt, -2
COc1ccc(CCNC(=O)C2CCN(S(C)(=O)=O)CC2)cc1OC
→ -1, -4, nt, -9, 11, 10, nt, 2
CC[C@]12c3[nH]c4cc(CCC(=O)N(C)C)ccc4c3CCN1C(=O)[C@@H](CC(=O)NCCC1=CCCCC1)C[C@@H]2C(=O)N1CCN(C(=O)C2CC2)CC1
→ -3, -1, 6, nt, -1, 5, 0, -4
CC[C@]12c3[nH]c4ccc(Cl)cc4c3CCN1C(=O)[C@@H](CC(=O)NCc1ccco1)C[C@@H]2C(=O)N1CCN(C(=O)C2CC2)CC1
→ 0, -1, 20, 8, -11, -23, 3, 7
C/C=C/c1ccc2c(c1)O[C@@H](CNC)[C@H](C)CN([C@@H](C)CO)S2(=O)=O
→ 5, nt, -5, 6, nt, 6, nt, nt
CCNC(=O)Nc1ccc2c(c1)C(=O)N(C)[C@@H]1CC[C@H](CC(=O)NCc3cccc(F)c3)O[C@@H]1CO2
→ 10, 8, -10, 2, nt, -3, -6, nt
CCCNC(=O)C[C@H]1CC[C@@H]2[C@H](COC[C@H](O)CN2Cc2ccc(Cl)c(Cl)c2)O1
→ 5, 7, -9, 6, 6, -6, -22, -7
CN1C(=O)CC(NNC(=O)c2ccc(Cl)cc2)C1=O (centres undefined)
→ nt, 3, 8, -5, nt, nt, 0, nt

Complete entries from above. Screens in order: EWS-Fli block	PglD DTNB	PAX8 inh HTS	PGC1a acetyl inh	ERAP1 HTS inh	LGR2 antag	FN deposition inh	S100A4 MyoIIA
`Cc1cc(C)c(NC(=O)COC(=O)C2CCC2)c(Cl)c1` as listed: 8	-3	11	nt	-1	5	-4	-2
`CC1=C(C(=O)N(C)C)CC(CC(=O)NC2CCCCC2)C(=O)N1Cc1ccccc1` (centres undefined) as listed: -2	-2	-2	1	-2	15	5	1
`CCn1ccnc1C(O)(c1ccccc1)c1ccccc1` as listed: 6	-7	7	-6	-3	-2	2	-1
`CCC(C)(C)NC(=O)C(c1cccnc1)N(C(=O)c1csnn1)c1ccc(C)cc1` (centres undefined) as listed: 4	nt	4	4	0	1	nt	-24
`CN1CCCN(C(=O)C2CCCCC2)CC1` as listed: 6	nt	9	nt	-2	21	1	4
